BioA inh – M. tuberculosis BioA enzyme inhibitors, primary screen, biochemical, plate reader, single point, HTS; purified M. tuberculosis BioA enzyme; inhibition, % at 9.99 µM; 360,000 compounds, 0.096% hits; in the data active = inhibition above about 40%
VHR inh abs – VHR1 phosphatase inhibitors, primary screen, biochemical, absorbance, uHTS | Dual specificity protein phosphatase 3 (Homo sapiens), P51452 | inhibition, % at 13.3 µM | 290,000 compounds, 0.52% hits | AID 1654, 2009 | recombinant VHR phosphatase, pNPP absorbance; in the data active = inhibition above about 50%; note: some compounds called inactive have numbers as strong as hits
Target sequence (P51452 whole entry, looked up): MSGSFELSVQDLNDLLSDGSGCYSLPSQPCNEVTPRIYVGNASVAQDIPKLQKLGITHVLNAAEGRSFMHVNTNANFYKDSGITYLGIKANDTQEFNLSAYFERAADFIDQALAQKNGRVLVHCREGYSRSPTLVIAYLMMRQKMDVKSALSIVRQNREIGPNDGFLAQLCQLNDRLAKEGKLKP
FBA Mtb inh – Mtb FBA enzyme inhibitors, primary screen, biochemical, fluorescence, strain H37Rv | Fructose-bisphosphate aldolase (Mycobacterium tuberculosis (strain ATCC 25618 / H37Rv)), … | purified M. tuberculosis FBA, fluorescence read-out | inhibition, % at 1 µM | 360,000 compounds, 2.3% hits; in the data active = inhibition above about 27%;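 note: 0% = vehicle and 100% = reference inhibitor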
Target sequence (P9WQA3 whole entry, looked up): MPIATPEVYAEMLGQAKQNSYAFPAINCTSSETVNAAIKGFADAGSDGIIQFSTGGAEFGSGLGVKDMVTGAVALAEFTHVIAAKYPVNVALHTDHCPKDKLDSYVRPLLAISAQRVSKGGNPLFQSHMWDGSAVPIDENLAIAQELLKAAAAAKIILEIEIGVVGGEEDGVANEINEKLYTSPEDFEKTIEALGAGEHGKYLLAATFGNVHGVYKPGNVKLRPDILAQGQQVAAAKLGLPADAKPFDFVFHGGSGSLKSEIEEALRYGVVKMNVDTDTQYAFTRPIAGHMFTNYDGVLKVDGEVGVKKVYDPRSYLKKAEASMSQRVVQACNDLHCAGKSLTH
MazF activator – activators of E. coli MazEF toxin-antitoxin RNase, primary screen, biochemical, fluorescence, uHTS; 350,000 compounds, 0.32% hits; FAM/BHQ RNA-DNA oligo cleavage fluorescence, 5 h; Endoribonuclease toxin MazF (Escherichia coli (strain K12)), P0AE70; activation, % at 20 µM; in the data active = activation above about 50%
Target sequence (P0AE70 whole entry, looked up): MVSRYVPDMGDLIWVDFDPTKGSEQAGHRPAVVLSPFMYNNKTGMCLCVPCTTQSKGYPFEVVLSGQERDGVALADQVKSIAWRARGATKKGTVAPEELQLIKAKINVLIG
BH1578 lux ind – inducers of Vibrio cholerae quorum light production without autoinducers, primary screen, BH1578 luxS cqsA deficient, single point; V. cholerae BH1578 lux reporter, luminescence, 6 h; activation, % at 18.7 µM; 350,000 compounds, 0.16% hits; AID 588436, 2011; in the data active = activation mostly above about 9.7%, no sharp cut-off; note: not every result past the cut was called active; inactives centre near 0; reference of the scale not given here
3CLpro inhibitor – SARS-CoV 3CLpro protease inhibitors, primary screen, biochemical, quenched FRET. recombinant SARS-CoV 3CLpro, quenched FRET peptide cleavage. 290,000 compounds, 0.14% hits. Replicase polyprotein 1ab (Severe acute respiratory syndrome coronavirus), P0C6X7. inhibition, % at 6 µM; in the data active = inhibition above about 12%
Mtb UGM inh – M. tuberculosis UGM enzyme inhibitors, primary screen, biochemical, fluorescence polarization, single point | 320,000 compounds, 0.06% hits | UDP-galactopyranose mutase (Mycobacterium tuberculosis (strain ATCC 25618 / H37Rv)), … | inhibition, % at 10 µM | purified UGM, fluorescence polarization probe displacement; in the data active = inhibition above about 10%, passing the limit was not always enough
Target sequence (P9WIQ1 whole entry, looked up): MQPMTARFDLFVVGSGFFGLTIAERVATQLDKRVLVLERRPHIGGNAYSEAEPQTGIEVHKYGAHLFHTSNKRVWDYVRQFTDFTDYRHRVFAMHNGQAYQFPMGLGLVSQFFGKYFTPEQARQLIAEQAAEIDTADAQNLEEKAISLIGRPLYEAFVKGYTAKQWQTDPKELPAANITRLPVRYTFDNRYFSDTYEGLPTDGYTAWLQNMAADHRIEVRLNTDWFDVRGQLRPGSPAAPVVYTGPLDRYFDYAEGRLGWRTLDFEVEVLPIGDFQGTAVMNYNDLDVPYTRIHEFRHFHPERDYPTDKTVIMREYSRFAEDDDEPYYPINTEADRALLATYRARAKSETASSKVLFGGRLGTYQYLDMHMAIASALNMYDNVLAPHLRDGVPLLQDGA
PriA SSB inh – inhibitors of Klebsiella pneumoniae PriA binding to SSB C-terminal tail, primary screen, biochemical, AlphaScreen; AlphaScreen SSBct-PriA binding, biotinylated peptide; inhibition, % at 33 µM; 430,000 compounds, 0.6% hits; AID 1272365, 2023; in the data active = inhibition mostly above about 37%, no sharp cut-off; inactive = mostly below about 20%;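 note: plate controls were negative control peptide for no effect and reference peptide for full effect; strong numbers were not always called active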
Rv3671c protease – Rv3671c serine protease inhibitors, primary screen, biochemical, fluorescence polarization, M. tuberculosis H37Rv; P9WHR9; AID 2606, 2010; 320,000 compounds, 0.048% hits; inhibition, % at 5.96 µM; in the data active = inhibition above about 38%;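 note: extracellular domain of Rv3671c used as enzyme; 0% = enzyme with DMSO and 100% = no enzyme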
GDH-TPI inh – GDH-TPI coupling enzyme inhibitors, primary screen, artefact control for M. tuberculosis FBA inhibitor project, biochemical, absorbance, full deck; GDH-TPI coupled enzyme counterscreen, NADH absorbance; inhibition, % at 4.8 µM; 360,000 compounds, 1.2% hits; AID 588335, 2011; in the data active = inhibition above about 30%;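 note: 0% = DMSO wells and 100% = wells lacking the enzyme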
Active calls of the source: *; i = inactive; x = not tested or not shown; & = joins results of further samples.

SMILES | BioA inh | VHR inh abs | FBA Mtb inh | MazF activator | BH1578 lux ind | 3CLpro inhibitor | Mtb UGM inh | PriA SSB inh | Rv3671c protease | GDH-TPI inh
O=C(CN1C(=O)NC2(CCCC2)C1=O)NNC(=O)c1ccc(F)cc1 | x | x | 1 | 4 | i | x | -1.9 | -11 | 4 | 6
COc1ccc(CN(C)C(=O)c2cccc(S(=O)(=O)NCc3ccccc3)c2)cc1F | -0.3 | x | 2 | 1 | -4.5 | x | x | x | x | 2
CC(C)(C)NC(=O)CSc1nnc(CN2CCCCCC2=O)n1-c1ccccn1 | -1.9 | -24 | -7 | 2 | -0.3 | 3 | -4.5 | -18 | 1 | 0
COc1ccc2nc(SCC(=O)Nc3ccc(S(=O)(=O)Nc4nccc(C)n4)cc3)[nH]c2c1 | 0.6 | -1 | 0 | 4 | 3.1 | -1 | -1.6 | -11 | -4 | 1
CC1(C)CCCC2(C)C(OCCO)=CC(=O)C=C12 (centres undefined) | 0.7 | x | -2 | 8 | i | x | x | x | x | 5
O=C(CN1C(=O)NC2(CCCCCCC2)C1=O)NC1CCCc2ccccc21 (centres undefined) | x | 26 | -5 | 5 | -0.4 | 2 | -1.0 | -16 | 0 | 8
CCOc1ccc(N2CC(C(=O)Nc3nnc(Cc4ccccc4)s3)CC2=O)cc1 (centres undefined) | -1.5 | 12 | 1 | -2 | -0.9 | 4 | 1.6 | -8 | -5 | 6
CC(=O)N/C(=C/c1ccc([N+](=O)[O-])cc1)C(=O)O | x | 22 | 0 | 10 | -0.7 | -6 | -2.0 | -18 | -5 | 19
COc1cccc(CNCCc2c[nH]c3ccccc23)c1OCc1ccccc1F | 3.2 | 38 | 0 | 22 | -0.7 | 2 | -0.1 | 28 | -4 | 12
Cc1ncc(CO)c2c1OC(C)(C)OC2 | -1.1 | 9 | 1 | 5 | i | x | -2.2 | -7 | 1 | 8
CCOC(=O)CSc1ncc(-c2ccc([N+](=O)[O-])cc2)[nH]1 | x | -12 | -3 | 0 | 3.1 | -1 | -1.5 | 11 | -3 | 24
c1ccc(Nc2ncnc3sc4c(c23)CCC4)cc1 | -1.7 | 17 | 3 | 1 | i | 2 | -1.1 | -18 | 2 | 15
C[C@H](O)[C@@H]1CN2CCc3c([nH]c4ccccc34)[C@@H]2C[C@@H]1N(C)C(=O)Nc1ccccc1 | 0.8 | x | 1 | -4 | -0.2 | x | x | x | x | 11
COCCN(Cc1cc2cc(C)ccc2n2nnnc12)C(=S)Nc1ccccc1C | x | -24 | 8 | -26 | -0.3 | 1 | -0.5 | -3 | -3 | 3
CCOc1cc(/C=C2\C(=N)N3N=CSC3=NC2=O)ccc1OS(=O)(=O)c1ccccc1 | 2.2 | 6 | 1 | -2 | -0.3 | 1 | 1.6 | -3 | 0 | 7
COc1cccc(CC2(CO)CCCN(Cc3[nH]c4ccc(C)cc4c3C)C2)c1 (centres undefined) | -0.3 | -8 | 0 | 4 | 0.0 | 2 | -1.2 | 37 | 10 | -3
COc1ccc(N2CCN(Cc3cc4c(cc3O)CCC4)CC2)cc1 | 0.7 | 3 | -4 | 6 | i | 6 | -1.3 | 15 | 2 | -6
CCn1cc(CN2CCC(n3nccc3NC(=O)c3ccccc3OC)CC2)cn1 | -3.0 | 12 | 4 | 7 | i | -1 | 0.8 | -3 | -8 | 3
Cc1ccccc1NC(=O)Nc1ccccc1Br | -1.2 | 36 | -1 | 4 | -1.5 | -7 | -1.7 | 10 | 1 | 12
COc1ccc(CCNC(=O)COC(=O)c2cc(OC)c(OC)cc2OC)cc1 | x | 10 | 1 | -1 | -1.4 | 3 | 0.1 | -7 | 2 | 6
C[C@@H]1Cn2cnc(C(=O)N[C@@H](C)c3ccccc3)c2C(=O)N1 | -0.3 | x | 0 | 10 | -0.4 | x | x | x | x | 3
COc1ccc2cc(CN(C)C(=O)CN3C(=O)NC4(CCCC4)C3=O)ccc2c1 | 4.3 | x | 0 | 7 | -0.5 | x | x | x | x | -12
COc1ccc(C(O)c2ncc(-c3ccccc3OC)[nH]2)cc1 (centres undefined) | 1.1 | x | 4 | x | i | x | x | x | x | -5
O=C(CCl)N(C/C=C/c1ccccc1)c1ccc2c(c1)OCCO2 | x | -15 | 7 | -7 | -0.9 | 6 | -1.7 | -8 | 7 | 7
O=S(=O)(c1ccccc1)N1CCC(O)(CN2CCN(c3ccccc3)CC2)CC1 | 0.5 | 16 | 0 | 2 | i | 0 | -4.3 | 1 | x | -4

The list goes on.
SMILES | BioA inh | VHR inh abs | FBA Mtb inh | MazF activator | BH1578 lux ind | 3CLpro inhibitor | Mtb UGM inh | PriA SSB inh | Rv3671c protease | GDH-TPI inh
O=C(CN1CCN(c2cnn(-c3ccccc3)c(=O)c2Cl)CC1)NC1CCS(=O)(=O)C1 (centres undefined) | -1.3 | x | -2 | 3 | -1.7 | x | x | -30 | x | 12
Cc1ccc(-c2[nH]c3cc(C(N)=O)ccc3c(=O)c2O)cc1 | -2.8 | 7 | 1 | 5 | 8.3 | x | 0.1 | -7 | 5 | 20
CC(C)CCn1c(=S)[nH]c2ncccc2c1=O | -0.9 | 21 | 0 | -1 | i | -3 | -1.5 | 0 | -1 | -3
CSc1ccc(CCNC(=O)c2ccc(CS(=O)Cc3ccccc3Cl)o2)cc1 (centres undefined) | 3.9 | -27 | -4 | 0 | i | -4 | 2.0 | 3 | -6 | 4
CC(C)(C)c1cc(NC(=O)c2ccco2)no1 | -0.1 | 14 | -3 | 0 | i | -6 | -0.2 | -1 | -2 | 4
CN(CC(=O)Nc1ccccc1Cl)C(=O)COC(=O)CSc1ccc(Cl)cc1 | 0.5 | x | 2 | 0 | i | x | -5.0 | -7 | -4 | 2
C=CCn1c(SCC(=O)Nc2ccc3c(c2)OCO3)nnc1-c1cc(Br)ccc1O | 3.7 | -10 | -4 | 3 | 12 | 2 | 1.7 | 9 | 5 | -5
CC(C)NC(=O)C1CCCN(S(C)(=O)=O)C1 (centres undefined) | -0.6 | 11 | -2 | -1 | i | 2 | -0.3 | -1 | -2 | 7
Cc1cc(C(=O)N2CCCC(C(=O)c3ccc4ccccc4c3)C2)nn1C (centres undefined) | x | 9 | 5 | 4 | 0.4 | -2 | -0.8 | 3 | -3 | -4
CCOC(=O)c1[nH]c(C)c(C(=O)Nc2ccccc2F)c1C | -1.3 | 22 | 1 | 10 | -2.9 | -1 | 0.0 | 6 | -3 | 1
Cc1noc(NS(=O)(=O)c2ccc(NC(=O)COc3ccccc3)cc2)c1C | -1.7 | -2 | 1 | -22 | 1.0 | 0 | -3.4 | -19 | -2 | 4
Cc1ccnc(N2CCC(C(=O)NCc3ccc4c(c3)OCO4)CC2)n1 | -2.2 | 18 | 6 | -1 | i | -1 | -1.8 | -16 | -4 | 18
CC1CCCCN1c1nnc(NC(=O)c2cc(-c3ccc(Br)cc3)on2)s1 (centres undefined) | -0.4 | 24 | 2 | -13 | -0.2 | -4 | -1.5 | -14 | -1 | 22
Cc1cc(C)n(-c2ccc(Cl)c(C(=O)Nc3cc(C(F)(F)F)ccc3Cl)n2)n1 | x | -5 | 3 | -6 | -0.1 | 1 | -1.9 | -11 | -11 | 2
O=C(COc1ccccc1)N1CCN(S(=O)(=O)c2cccc([N+](=O)[O-])c2)CC1 | x | 25 | 4 | -1 | -0.4 | 2 | -2.3 | -8 | 2 | 0
O=C(NCc1ccco1)C(=O)c1c[nH]c2ccccc12 | -2.1 | 1 | -1 | 5 | -5.6 | -2 | -0.3 | 10&-1 | -3 | 19
COc1ccc(-c2cc(=O)oc3cc(OC(C)C(=O)NC(Cc4c[nH]c5ccc(O)cc45)C(=O)O)ccc23)cc1 (centres undefined) | 6.7 | 9 | 0 | 7 | 0.1 | 5 | 3.8 | 5 | -4 | 15
COc1ccc(CCN=Cc2ccccc2O)cc1OC | 0.2 | 27 | -1 | 2 | -5.3 | -3 | -4.9 | 4 | 6 | 11
COc1cccc(-c2nnc3sc(C4CCCCC4)nn23)c1 | 0.9 | 33 | 0 | 4 | 1.2 | 4 | 0.2 | 0 | -6 | -7
O=C(Nc1ccc(F)cc1)Nc1nnc(Cc2ccccc2)s1 | 5.3 | 28 | 0 | 10 | -0.8 | 0 | 0.5 | -1 | -63 | 2
O=C(NC(=S)Nc1nc2c(s1)CCCC2)c1ccc(C(=O)c2ccccc2)cc1 | -1.2 | 11 | -1 | 12 | -0.7 | -5 | -1.1 | -16 | -12 | 7
CCc1ccc(C(=O)N2CCN(c3ccc(NC(=O)c4cccnc4)cc3)CC2)cc1 | 24 | 24 | 2 | 2 | -0.1 | 8 | 3.4 | -2 | -3 | -1
O=C(CNC1CCN(Cc2ccccc2)CC1)Nc1ccc(S(=O)(=O)N2CCCCC2)cc1 | x | 9 | 0 | 6 | -0.2 | 2 | 7.5 | -3 | 13 | 8
Cc1nc(SCC(=O)Nc2c(C)n(C)n(-c3ccccc3)c2=O)nc(C)c1C | x | 30 | 1 | 1 | -0.7 | -4 | -0.2 | 5 | -3 | 17
CN1CCN(CCC(=O)Nc2ccc(F)c(F)c2)CC1 | 1.9 | 17 | -4 | -7 | i | -3 | -0.9 | -4 | -17 | 5

Two entries drawn at random from those above, as already listed:
SMILES | BioA inh | VHR inh abs | FBA Mtb inh | MazF activator | BH1578 lux ind | 3CLpro inhibitor | Mtb UGM inh | PriA SSB inh | Rv3671c protease | GDH-TPI inh
O=C(COc1ccccc1)N1CCN(S(=O)(=O)c2cccc([N+](=O)[O-])c2)CC1 | x | 25 | 4 | -1 | -0.4 | 2 | -2.3 | -8 | 2 | 0
CN(CC(=O)Nc1ccccc1Cl)C(=O)COC(=O)CSc1ccc(Cl)cc1 | 0.5 | x | 2 | 0 | i | x | -5.0 | -7 | -4 | 2

Going on with the list:
SMILES | BioA inh | VHR inh abs | FBA Mtb inh | MazF activator | BH1578 lux ind | 3CLpro inhibitor | Mtb UGM inh | PriA SSB inh | Rv3671c protease | GDH-TPI inh
Cc1ccc(S(=O)(=O)n2[nH]c(=O)c(CCO)c2C)cc1 | 0.1 | 22 | 3 | 16 | i | -2 | -1.3 | -3 | 6 | 3
CSc1ccc(/C=N\Nc2nncn2N)cc1 | -0.8 | -24 | -5 | 3 | i | 0 | -3.0 | x | -9 | 22
COc1ccc(CCNC(=O)c2cccnc2SC)cc1 | x | 30 | -2 | 4 | 1.1 | -3 | -0.1 | -6 | -3 | -8
COc1ccc(CC(=O)Nc2cccc(C(=O)O)c2C)cc1 | 2.1 | -20 | 4 | 1 | 5.9 | -4 | -3.9 | -23 | -13 | 4
O=C(NCc1ccco1)c1nc(-c2ccccc2)n(-c2ccccc2)n1 | -0.1 | 10 | -4 | -9 | -0.4 | 0 | -2.4 | 7 | 6 | -8
c1ccc(-c2nc3ccccc3nc2-c2ccccn2)nc1 | x | -4 | 8 | -6 | i | -2 | 4.6 | -6 | 0 | 20

Whole records as entered above. Order of values: BioA inh | VHR inh abs | FBA Mtb inh | MazF activator | BH1578 lux ind | 3CLpro inhibitor | Mtb UGM inh | PriA SSB inh | Rv3671c protease | GDH-TPI inh
COc1ccc(CC(=O)Nc2cccc(C(=O)O)c2C)cc1 is listed as 2.1 | -20 | 4 | 1 | 5.9 | -4 | -3.9 | -23 | -13 | 4
c1ccc(-c2nc3ccccc3nc2-c2ccccn2)nc1 is listed as x | -4 | 8 | -6 | i | -2 | 4.6 | -6 | 0 | 20
COc1ccc(CCNC(=O)c2cccnc2SC)cc1 is listed as x | 30 | -2 | 4 | 1.1 | -3 | -0.1 | -6 | -3 | -8

Screens from PubChem BioAssay.

A portion of the library. The share of hits here may be higher or lower than overall.
